Screening data deposited in PubChem by several laboratories.
HSF1 activator: increases HSF-1 driven luciferase reporter signal; NIH3T3-HGL HSF-1 luciferase reporter, MG132, 8 h; 100% = twice DMSO control signal; activation, % at 9 µM; actives 1.7% (n = 300,000);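 active = mean replicate activation of at least 50% with a set share of replicates each reaching 50%; inconclusive = only one of those two conditions met; inactive = mean below 50% and too few replicates reaching it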;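 note: 0% = median of the neutral control wells and 100% = twice that signal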
DYRK1A inh: inhibitors of rat Dyrk1A kinase. actives 0.43% (n = 310,000). inhibition, % at 12.5 µM. ADP-Glo luminescence, NFATc1 peptide. AID 504441. Q63470; in the data active = inhibition above about 50%;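 note: plate controls were vehicle with enzyme for no effect and no enzyme for full effect; many of its hits are not listed in these tables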
HSP90 refold inh: inhibitors of HSP90 luciferase refolding in rabbit reticulocyte lysate; luciferase refolding luminescence, 3 h; AID 1789; inhibition, % at 5.6 µM; actives 0.91% (n = 290,000);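 active = inhibition above the screen-wide mean plus 3 SD, computed separately per campaign, cut at about 16% in these data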;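 note: 0% = DMSO wells and 100% = 60 µM geldanamycin wells; inhibitors lower the luminescence because luciferase stays unfolded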
HDAC3 inhib: inhibitors of human histone deacetylase 3; recombinant HDAC3, fluorogenic peptide/trypsin coupled, fluorescence; inhibition, % at 8.3 µM; actives 0.15% (n = 320,000); AID 2718; in the data active = inhibition above about 26%, passing the limit was not always enough; inconclusive = no clear call, values can overlap the other calls
Target sequence (O15379 whole entry, looked up): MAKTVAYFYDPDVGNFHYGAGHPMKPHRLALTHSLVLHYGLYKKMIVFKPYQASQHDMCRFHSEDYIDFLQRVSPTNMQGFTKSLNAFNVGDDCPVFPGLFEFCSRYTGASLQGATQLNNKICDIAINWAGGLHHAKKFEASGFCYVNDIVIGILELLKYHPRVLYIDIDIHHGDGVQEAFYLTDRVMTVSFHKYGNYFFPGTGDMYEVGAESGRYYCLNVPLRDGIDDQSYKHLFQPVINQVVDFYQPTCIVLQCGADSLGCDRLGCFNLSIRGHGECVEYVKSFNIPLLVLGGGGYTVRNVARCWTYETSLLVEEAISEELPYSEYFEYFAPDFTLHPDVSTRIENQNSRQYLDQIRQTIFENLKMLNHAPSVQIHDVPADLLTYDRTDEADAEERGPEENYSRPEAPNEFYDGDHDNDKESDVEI
AI-2 QS modul: modulators of Vibrio harveyi AI-2 quorum sensing system | activity change, % at 7.5 µM | Vibrio harveyi JMH597 AI-2 luminescence/OD600 ratio, 9 h; hits give low values; strain lacks LuxN and CqsS sensors; 0 = neutral-control median | actives 0.4% (n = 300,000); in the data active = activity change below about -75%, passing the limit was not always enough; inconclusive = no clear call, values can overlap the other calls;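 note: luminescence divided by OD600 gain over 9 h not by final OD600 alone; inactives centre near 13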
GSK3 alpha inh: blocks human GSK-3 alpha kinase; P49840; inhibition, % at 10 µM; ADP-Glo luminescence, 60 min; actives 0.1% (n = 320,000);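 in the data active = inhibition above about 50%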;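 note: GST-tagged GSK-3 alpha with peptide substrate and 25 µM ATP; 0% = DMSO neutral wells and 100% = GW8510 positive control wells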
Target sequence (P49840 whole entry, looked up): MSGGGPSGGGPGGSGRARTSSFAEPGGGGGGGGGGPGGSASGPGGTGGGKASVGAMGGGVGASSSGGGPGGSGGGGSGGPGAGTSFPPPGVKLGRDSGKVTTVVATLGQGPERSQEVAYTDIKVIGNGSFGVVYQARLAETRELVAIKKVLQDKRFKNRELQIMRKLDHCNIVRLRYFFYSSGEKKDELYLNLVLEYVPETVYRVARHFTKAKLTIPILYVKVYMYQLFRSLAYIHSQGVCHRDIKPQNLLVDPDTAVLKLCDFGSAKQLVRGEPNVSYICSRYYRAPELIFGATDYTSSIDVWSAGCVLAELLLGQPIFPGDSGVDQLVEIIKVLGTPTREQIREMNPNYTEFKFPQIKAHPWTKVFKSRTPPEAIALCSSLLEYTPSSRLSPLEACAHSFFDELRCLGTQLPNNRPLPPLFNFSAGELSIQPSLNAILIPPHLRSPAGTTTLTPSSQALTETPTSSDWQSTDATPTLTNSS
HSF1 inhib: HSF1 inhibition; NIH3T3-HGL HSE-luciferase, MG132-induced, luminescence 8 h; hits give low values; activity change, negative = inhibition, % at 7.5 µM (by protocol); actives 0.77% (n = 300,000); AID 2098;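 active = more than half of replicate wells show activity change below -50%, luminescence cut by over half; inconclusive = some wells, but at most half, below -50%; inactive = no replicate well below -50%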;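 note: luciferase reports HSF-1 transcriptional activity via heat shock element; 0% = median of DMSO wells and -100% = zero luminescence signal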
Platelet DG rel: modulates dense granule release in human platelets; actives 0.22% (n = 300,000); inhibition, %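 (compounds screened at 7.5 µM in platelet-rich plasma)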; human platelet-rich plasma, SFLLRN dense granule ATP release, luminescence;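 active = mean replicate score, as percent of positive control, at or above 50; inconclusive = mean below 50 but at least one replicate at or above 50; inactive = mean and every replicate below 50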
PolyA inh: blocks polyadenylation in yeast reporter cells; S. cerevisiae SKY197-pL101 polyadenylation reporter, beta-gal luminescence; efflux-impaired pdr1/pdr3 knockout yeast; score 100 = 6 SD above DMSO; calls only at 12 µM; actives 0.02% (n = 300,000);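 active = lowest replicate activity score at least 50, where 100 means six control SD above control mean; inconclusive = lowest score under 50 but half or more replicates reach 50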;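 note: yeast exposed to compound for 9 h at 30 °C; higher score means more reporter readthrough which indicates perturbed polyadenylation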
GSK3beta inhib: blocks human GSK3beta kinase activity | P49841 | GST-GSK3beta kinase, ADP-Glo luminescence, 60 min; hits give low values | activity score (negative = inhibition), % at 10 µM | actives 0.038% (n = 300,000);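 active = more than half of replicate wells score below -50%, meaning over 50% inhibition versus plate controls; inconclusive = some replicates but at most half score below -50%; inactive = no replicate scores below -50%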;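 note: 0% = median DMSO wells and -100% = median GW8510 positive control wells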
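test system = GST-tagged human GSK3beta kinase, cell-free | reagent = 25 µM ATP with peptide substrate | dosing = one dose of 10 µM per compound | schedule = 60 min reaction, RT | detection = luminescent ADP-Glo measurement of ADP formed | control set = DMSO neutral wells and GW8510 at 20 µM as positive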
Active calls of the source: *.

COc1cccc(NC(=O)COC(=O)CCn2c(C)csc2=O)c1 was read as HSF1 activator -3.4, DYRK1A inh -3.8, HDAC3 inhib -4.1, AI-2 QS modul 60.7, GSK3 alpha inh 2.5, HSF1 inhib 0.3, Platelet DG rel -0.9, PolyA inh inactive and GSK3beta inhib -0.7.
For ON1C(c2ccccc2)CC2(O)c3nonc3CCC12 (centres undefined) the results were HSF1 activator 9.9, DYRK1A inh 2.2, HSP90 refold inh -1.8, HDAC3 inhib 1.3, AI-2 QS modul 7.3, GSK3 alpha inh -1.6, HSF1 inhib -5.2, Platelet DG rel -2.9, PolyA inh inactive and GSK3beta inhib -2.5.
Screening CCOC(=O)c1c(C)[nH]c(C(=O)NNC(=O)c2ccccc2)c1C returned HSF1 activator 11.7, DYRK1A inh 6.3, HSP90 refold inh 3.8, HDAC3 inhib -7.1, AI-2 QS modul 5.9, GSK3 alpha inh 0.0, HSF1 inhib 2.9, Platelet DG rel -1.0, PolyA inh inactive and GSK3beta inhib 4.7.
`CCn1c(=O)c2cc(C(=O)NCCOC)sc2c2ccccc21` gave HSF1 activator 12.0, HSP90 refold inh 0.6, HDAC3 inhib -2.3, AI-2 QS modul 23.5, GSK3 alpha inh -0.4, HSF1 inhib -3.1, Platelet DG rel -0.7, PolyA inh inactive and GSK3beta inhib 5.1.
For COc1ccc(N2CCN(S(=O)(=O)c3ccc4c(c3)N(C(C)=O)CCO4)CC2)cc1 the results were HSF1 activator 43.8, DYRK1A inh -6.1, HSP90 refold inh -3.5, HDAC3 inhib -8.6, AI-2 QS modul 7.6, GSK3 alpha inh -4.0, HSF1 inhib 8.5, Platelet DG rel -6.0, PolyA inh inactive and GSK3beta inhib -0.5.
Screening C/C(=N\NC(=O)c1ccccc1F)c1ccc(C#N)cc1 returned HSF1 activator 48.9, DYRK1A inh -2.0, HSP90 refold inh -2.9, HDAC3 inhib -8.4, AI-2 QS modul 4.7, GSK3 alpha inh -0.1, HSF1 inhib 15.5, Platelet DG rel -1.5, PolyA inh inactive and GSK3beta inhib 1.2.
`Cc1ccc(OCC(=O)NNC(=O)CCC(=O)NCc2ccccc2)cc1` gave HSF1 activator 1.4, DYRK1A inh 5.5, HSP90 refold inh 1.8, HDAC3 inhib -5.2, AI-2 QS modul 18.9, GSK3 alpha inh -0.6, HSF1 inhib -3.9, Platelet DG rel -4.2, PolyA inh inactive and GSK3beta inhib -20.7.
`C#CCNC(=O)C1=C[C@H](c2coc3ccccc3c2=O)C[C@H](OCCCCO)O1` gave HSF1 activator 14.1, DYRK1A inh -7.1, HSP90 refold inh 11.9, HDAC3 inhib -6.8, AI-2 QS modul 15.8, GSK3 alpha inh -0.2, HSF1 inhib -2.3, Platelet DG rel -1.7, PolyA inh inactive and GSK3beta inhib 0.0.
For CCC(=O)Nc1c(-c2ccc(C)cc2)c(=O)c2ccccc2n1C the results were HSF1 activator -17.6, DYRK1A inh 3.1, HSP90 refold inh -1.3, HDAC3 inhib 10.9, AI-2 QS modul 13.8, GSK3 alpha inh -1.4, HSF1 inhib -0.5, Platelet DG rel -5.5, PolyA inh inactive and GSK3beta inhib -3.9.
Screening O=[N+]([O-])c1cccc(CNCc2ccccc2)c1 returned HSF1 activator 43.1, DYRK1A inh 1.9, HSP90 refold inh -2.2, HDAC3 inhib 1.6, AI-2 QS modul 9.5, GSK3 alpha inh -1.7, HSF1 inhib 12.3, Platelet DG rel -1.9, PolyA inh inactive and GSK3beta inhib -0.9.
Cc1ccc(C(=O)Nc2ccc(S(=O)(=O)NC3=NCCCCC3)cc2)c(C)c1 was read as HSF1 activator 2.9, DYRK1A inh -0.7, AI-2 QS modul 15.2, HSF1 inhib -1.3, Platelet DG rel 2.7, PolyA inh inactive and GSK3beta inhib 1.7.
For COc1ccccc1C(=O)NNC(=O)c1ccc(Br)cc1 the results were HSF1 activator -4.0, DYRK1A inh 11.0, HSP90 refold inh -1.4, HDAC3 inhib -0.3, AI-2 QS modul 18.8, GSK3 alpha inh -0.2, HSF1 inhib -8.6, Platelet DG rel 14.7, PolyA inh inactive and GSK3beta inhib 1.3.
CC(C)c1nnc(NC(=O)CCC2CCCCC2)s1 was read as HSF1 activator -0.8, HSP90 refold inh -1.6, HDAC3 inhib -4.7, AI-2 QS modul 32.6, GSK3 alpha inh 0.2, HSF1 inhib -8.0, Platelet DG rel -0.4, PolyA inh inactive and GSK3beta inhib 1.4.
`Cc1c(Cc2ccccc2)c(NCCCO)n2c(nc3ccccc32)c1C#N` gave HSF1 activator 2.5, HSP90 refold inh 3.5, HDAC3 inhib -6.5, GSK3 alpha inh 0.7, HSF1 inhib -1.0, Platelet DG rel -2.3, PolyA inh inactive and GSK3beta inhib -1.5.
For C=C(C)Cn1c(CCNC(=O)CCC)nc2ccccc21 the results were HSF1 activator 2.8, DYRK1A inh -7.3, HSP90 refold inh 5.5, HDAC3 inhib -0.8, AI-2 QS modul 23.1, GSK3 alpha inh -2.3, HSF1 inhib -3.7, Platelet DG rel 0.0, PolyA inh inactive and GSK3beta inhib -1.3.
For COCC[N+]1(C)CCCCC1 the results were HSF1 activator 14.1, DYRK1A inh 1.4, HSP90 refold inh 0.7, HDAC3 inhib 8.8, AI-2 QS modul 38.6, GSK3 alpha inh 10.3, HSF1 inhib -0.2, Platelet DG rel 1.4, PolyA inh inactive and GSK3beta inhib 4.1.
O=C(c1ccc2[nH]c(=O)c(=O)[nH]c2c1)N1CCc2ccccc21 was read as HSF1 activator 0.9, DYRK1A inh -5.2, HSP90 refold inh -0.5, HDAC3 inhib 4.7, AI-2 QS modul 6.4, GSK3 alpha inh -0.3, HSF1 inhib -7.5, Platelet DG rel 14.4, PolyA inh inactive and GSK3beta inhib 2.1.
Cn1cnc([N+](=O)[O-])c1Sc1ccc(C(C)(C)C)cc1 was read as HSF1 activator 24.9, DYRK1A inh 7.3, HSP90 refold inh 5.9, HDAC3 inhib 2.8, AI-2 QS modul 20.0, GSK3 alpha inh -2.3, HSF1 inhib 4.4, Platelet DG rel 3.9, PolyA inh inactive and GSK3beta inhib -2.7.
For COc1ccc(NC(=O)C2CCCN2S(=O)(=O)c2ccc(C)cc2)cc1 (centres undefined) the results were HSF1 activator -11.7, DYRK1A inh 1.4, HSP90 refold inh -0.3, HDAC3 inhib 3.9, AI-2 QS modul 18.0, GSK3 alpha inh -4.4, HSF1 inhib -1.4, Platelet DG rel -3.6, PolyA inh inactive and GSK3beta inhib -1.1.
`C=CCOc1ccc(/C=N\NC(N)=S)cc1` gave HSF1 activator -0.8, DYRK1A inh -41.0, HSP90 refold inh 2.5, HDAC3 inhib 3.3, AI-2 QS modul inconclusive, GSK3 alpha inh 9.3, HSF1 inhib 1.9, Platelet DG rel -11.0, PolyA inh inactive and GSK3beta inhib -9.4.
Screening CC(C)CN(C(=O)Cn1nnc(-c2ccc(F)cc2)n1)C1CCS(=O)(=O)C1 (centres undefined) returned HSF1 activator 15.6, DYRK1A inh 3.9, HDAC3 inhib 2.0, AI-2 QS modul 5.2, GSK3 alpha inh -0.8, HSF1 inhib 3.9, Platelet DG rel -9.8, PolyA inh inactive and GSK3beta inhib -1.8.
COC(=O)C1=C(CSc2nccn2C)NC(=O)NC1c1cc(C)ccc1C (centres undefined) was read as HSF1 activator 9.1, DYRK1A inh -4.1, HSP90 refold inh 1.9, HDAC3 inhib -0.8, AI-2 QS modul 1.6, GSK3 alpha inh -0.4, HSF1 inhib -1.2, Platelet DG rel -2.3, PolyA inh inactive and GSK3beta inhib 3.8.
O=C1/C(=C/c2ccccc2)N=C(N2CCOCC2)N1c1cccc(Cl)c1 was read as HSF1 activator 0.6, DYRK1A inh 0.7, HSP90 refold inh 1.4, HDAC3 inhib -2.0, AI-2 QS modul 6.2, GSK3 alpha inh -1.0, HSF1 inhib 0.0, Platelet DG rel 27.0, PolyA inh inactive and GSK3beta inhib 0.9.
For CN(C)CCCNC(=O)c1cc(C(=O)c2ccccc2)c[nH]1 the results were HSF1 activator -19.7, DYRK1A inh 0.4, HSP90 refold inh 1.1, HDAC3 inhib -0.6, AI-2 QS modul 11.8, GSK3 alpha inh 1.6, HSF1 inhib -4.0, Platelet DG rel -0.5, PolyA inh inactive and GSK3beta inhib 2.4.
COc1ccccc1CNC(=O)Cc1cc(=O)[nH]c(=O)[nH]1 was read as HSF1 activator 6.6, DYRK1A inh -5.2, HSP90 refold inh -4.9, HDAC3 inhib 0.7, AI-2 QS modul 27.9, GSK3 alpha inh -0.2, HSF1 inhib 2.1, Platelet DG rel 6.4, PolyA inh inactive and GSK3beta inhib -0.9.
Screening Cc1cc(F)ccc1S(=O)(=O)N1CCCOC1CNC(=O)C(=O)NCc1ccco1 (centres undefined) returned HSF1 activator 30.5, DYRK1A inh -9.2, HSP90 refold inh -0.4, HDAC3 inhib 1.9, AI-2 QS modul 30.8, GSK3 alpha inh -0.1, HSF1 inhib 3.8, Platelet DG rel 7.2, PolyA inh inactive and GSK3beta inhib -21.8.
COc1ccc(C=O)cc1CN1C(=O)c2ccccc2C1=O was read as HSF1 activator -6.4, DYRK1A inh 3.9, HSP90 refold inh 4.5, HDAC3 inhib -2.9, AI-2 QS modul -6.6, GSK3 alpha inh -2.2, HSF1 inhib -5.2, Platelet DG rel 1.0, PolyA inh inactive and GSK3beta inhib -5.4.
For CCOc1ccc(C(C)C)cc1S(=O)(=O)N1CCOCC1 the results were HSF1 activator 6.2, DYRK1A inh -3.3, HSP90 refold inh -1.3, AI-2 QS modul 3.4, GSK3 alpha inh -2.4, HSF1 inhib -5.2, Platelet DG rel 1.7, PolyA inh inactive and GSK3beta inhib 1.2.
`Cc1c(OCC(=O)C(C)(C)C)ccc2c3c(c(=O)oc12)CCCC3` gave HSF1 activator -15.9, DYRK1A inh 1.1, HSP90 refold inh -0.1, HDAC3 inhib -2.7, AI-2 QS modul 17.3, GSK3 alpha inh 0.3, HSF1 inhib 5.5, Platelet DG rel -4.9, PolyA inh inactive and GSK3beta inhib -0.2.
For Cc1ccc(S(=O)(=O)N2CCCCC2)cc1C(=O)NCCc1ccccc1 the results were HSF1 activator -3.0, DYRK1A inh -1.8, HSP90 refold inh -3.6, HDAC3 inhib -1.9, AI-2 QS modul 12.7, GSK3 alpha inh -0.8, HSF1 inhib -3.2, Platelet DG rel -8.8, PolyA inh inactive and GSK3beta inhib -22.4.
Screening CCn1c(NC(=O)Nc2ccccc2OC)nc2ccccc21 returned HSF1 activator -19.4, DYRK1A inh -8.2, HSP90 refold inh 3.5, HDAC3 inhib -7.5, AI-2 QS modul 24.2, GSK3 alpha inh -0.6, HSF1 inhib -0.9, Platelet DG rel 3.7, PolyA inh inactive and GSK3beta inhib -0.8.

Only part of the results is shown; count on the stated rates, not on these rows.
